Screening data: PubChem, National Center for Advancing Translational Sciences (NCATS)
A350 autofl: A350 region autofluorescence; Compound autofluorescence, 340/450 nm, Alexa 350 dye-equivalents; stronger effect = higher value; max dye-equivalent concentration, M; actives 11% (n = 59,000); AID 590; in the data active means max dye-equivalent concentration above about 10 nM; inconclusive means mostly about 1.1 nM to 9.6 nM
4MU fluor: compound fluoresces in the 4-MU spectral region; compound autofluorescence, 340/450 nm, 4-MU equivalents; stronger effect = higher value; max dye-equivalent concentration, M; actives 11% (n = 59,000); AID 589; in the data active means max dye-equivalent concentration above about 10 nM; inconclusive means mostly about 1.1 nM to 9.6 nM
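Intrinsic fluorescence at 340/450 nm (ex/em) was read after 15 min at room temperature in pH 8.0, 100 mM Tris. Each compound concentration expressed as 4-MU-equivalent concentration from a six-point 4-MU standard series on each plate.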
Rhodamine autofl: compound autofluorescence in rhodamine spectral region; actives 0.05% (n = 59,000); max dye-equivalent concentration, M; AID 594; Rhodamine-region fluorescence, 547/598 nm, Tris buffer; stronger effect = higher value; in the data active means max dye-equivalent concentration above about 11 nM; inconclusive means between about 1.1 nM and that limit
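Intensities are converted to rhodamine-equivalent concentration using a six-point rhodamine standard on each plate. Compounds sit 15 min at room temperature in 100 mM Tris buffer, pH 8.0; read uses the 547/598 nm excitation/emission pair.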
Caspase-7 inhib: allosteric or competitive inhibitors of human caspase-7 | P55210 | recombinant caspase-7, Ac-DEVD-AFC fluorescence rate | Potency, µM (highest dose often 57.5 µM), for inactives: top-dose activity change, negative = inhibition, hits mostly inhibitors | actives 0.02% (n = 75,000); active means well fitted inhibition curve with a large enough effect in the main read-out, with a control signal flat, not every such curve was filed as active; inconclusive means small, poorly fitted or top-dose-only effect, or a change in a side signal; further: potency means the concentration at half of the fitted maximal effect; % of control where 0% means no effect
Fluorescein fluor: compound fluoresces in the fluorescein spectral region; actives 0.91% (n = 59,000); max fluorescein-equivalent concentration, M; Compound autofluorescence, 480/540 nm, fluorescein-equivalent; stronger effect = higher value; AID 593; in the data active means max fluorescein-equivalent concentration above about 10 nM; inconclusive means between about 1.1 nM and that limit
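Compounds (23 nL) in 100 mM Tris pH 8.0, 15 min at room temperature, then fluorescence read at 480 nm excitation/540 nm emission. Signal converted to fluorescein-equivalent concentration from an on-plate fluorescein standard curve.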
Tau fil binding: tau filament binding; recombinant tau filaments, thioflavin S fluorescence, 15 h; filaments grown with octadecylsulfate alongside compound; Potency, µM (titrated, usually from 57.1 µM), for the others: at the highest dose activity change, negative = inhibition; actives 2% (n = 71,000); AID 596;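 further: potency means the concentration at half of the fitted maximal effect; on the % scale 0 is the no-effect control and ±100 the full control effect; actives lower thioflavin S fluorescence by blocking filaments or displacing dye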
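His-tagged recombinant human tau (exons 2, 3, 10; 1 uM final) fibrillized with 30 uM sodium octadecylsulfate, 15 h at 37 C, in pH 7.4 HEPES buffer with 10 uM thioflavine S and 5 mM DTT. Reduced ThS fluorescence (450/510 nm) marks activity.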
Caspase-1 inhib: allosteric or competitive inhibitors of human caspase-1. actives 0.03% (n = 75,000). Caspase-1 enzyme, Ac-WEHD-AFC fluorogenic rate. P29466. Potency, µM (highest dose often 57.5 µM), without a hit: at the top dose activity change, negative = inhibition, hits mostly inhibitors. AID 900;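 further: potency means the concentration at half of the fitted maximal effect; plate controls were vehicle for no effect and no substrate for full effect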
Luciferase inh: inhibitors of firefly luciferase; purified firefly luciferase, luminescence, 8 min; Potency, µM (doses to about 57.1 µM), for inactives: at the highest dose activity change, negative = inhibition, hits mostly inhibitors; actives 2.2% (n = 72,000); AID 411; further: potency means the concentration at half of the fitted maximal effect; on the % scale 0 is the no-effect control and ±100 the full control effect; nearly all actives have a fitted effect of over 40% in size
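Substrate buffer containing 10 uM ATP (pH 7.2 imidazole, Mg2+, KCl, detergent, BSA) is dispensed, compound pinned in, then luciferase/luciferin detector mix added. After 8 min at ambient temperature, light output is measured.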
HEK293 cAMP cs: raises cAMP in parental HEK293 cells, TSHR agonist counter-screen. parental HEK293 CNG cAMP sensor, membrane potential fluorescence. Potency, µM (series often up to 57.1 µM), for the others: at the highest dose activation, usual class: activators. actives 2.5% (n = 73,000); further: potency means the concentration at half of the fitted maximal effect; % of control where 0% means no effect; nearly all actives have a fitted effect of over 55% in size
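Parental HEK 293 cells stably expressing a cAMP-gated CNG channel were loaded with membrane potential dye containing 100 uM RO 20-1724 for 60 min. Compound added for 30 min; depolarization read as fluorescence intensity at 590 nm.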
ERK AVP block: vasopressin-driven ERK pathway inhibition. HEK293-V1b, vasopressin-stimulated pERK AlphaScreen. Potency, µM (doses to about 57.5 µM), for the others: at the highest dose activity, negative = inhibition, most hits filed as inhibitors. actives 0.99% (n = 72,000). AID 995; further: potency means the concentration at half of the fitted maximal effect; on the % scale 0 is the no-effect control and ±100 the full control effect; nearly all actives have a fitted effect of over 55% in size
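HEK293 cells stably expressing V1b receptor, preincubated 30 min at 37 °C with compound, then stimulated 5 min with 25 nM vasopressin. Phospho-ERK by AlphaScreen SureFire after 5 h RT; normalized to DMSO and vasopressin; AC50 by Hill fit.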
Texas Red fluor: Texas Red region autofluorescence | max dye-equivalent concentration, M | Compound fluorescence, Texas Red channel, 547/618 nm; stronger effect = higher value | AID 587 | actives 0.06% (n = 59,000); in the data active means max dye-equivalent concentration above about 10 nM; inconclusive means between about 1.1 nM and that limit
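Compound fluorescence was read after 15 min at room temperature in 100 mM Tris, pH 8.0, using 547 nm excitation and 618 nm emission across a concentration series. It was expressed as Texas Red dye-equivalent concentration from an on-plate standard curve.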
Numbers without * were called inactive; i = inactive; u = inconclusive; x = no result given; [ ] = remark or other dose. Unless noted, the call rests on the fitted dose curve; in most records, active means well fitted curve in the direction sought with a large enough effect; inconclusive means small, poorly fitted or top-dose-only effect, or another doubt; inactive means no such curve, though single readings can be large; an effect the other way counts as inactive or inconclusive. Some of the compounds tested; rates above refer to the full screens.

SMILES | A350 autofl | 4MU fluor | Rhodamine autofl | Caspase-7 inhib | Fluorescein fluor | Tau fil binding | Caspase-1 inhib | Luciferase inh | HEK293 cAMP cs | ERK AVP block | Texas Red fluor
Cn1c(SCc2ccc(F)cc2)nnc1-c1cccs1 | i | i | i | 2.7% | i | 8.9% | -2.6% | -12.9% | 15.6% | -1.6% | i
Cc1cccc(NC(=O)C2CCN(S(=O)(=O)c3cccs3)CC2)n1 | i | i | i | 0.0% | i | 0.1% | -1.4% | -0.6% | 8.2% | -25.4% | i
O=C(Nc1ccccc1C(=O)N1CCOCC1)c1ccncc1 | x | x | x | -2.8% | x | -13.3% | -1.5% | 0.6% | -2.5% | 4.2% | x
COc1ccccc1NC(=O)CNC(=O)c1ccc(F)cc1 | i | i | i | -1.2% | i | -0.2% | -0.4% | 3.9% | 14.6% | 1.3% | i
COc1cc(C(=O)Oc2c(CN3CCOCC3)cc(Cl)c3cccnc23)cc(OC)c1OC | x | x | x | -0.6% | x | u | 0.0% | 1.9% | 2.1% | u | x
CCOc1cccc(-c2nn3c(-c4ccccn4)nnc3s2)c1 | u | i | i | x | i | x | x | -4.1%[25.5 µM] | x | x | i
CCOC(=O)C1=C(N)N(c2ccc(N3CCCCC3)cc2)C(=O)C1 | u | i | i | -0.9% | u | -14.4% | -1.9% | -0.7% | u | -10.2% | i
Cc1ccc(C)c(-n2c(SCC(N)=O)nnc2-c2ccccn2)c1 | i | i | i | 1.8% | i | -3.9% | -1.0% | 4.1% | 3.3% | 1.6% | i
CC1CCCCC12NC(=O)N(Cn1nnc3ccccc3c1=O)C2=O (stereo not given) | i | i | i | 0.2% | u | 23.7% | 0.6% | 4.4% | -2.0% | -6.8% | u
CN(C(=O)c1ccncc1)C1CC(C)(C)N(O)C(C)(C)C1 | i | i | i | -1.1% | i | 7.8% | 2.0% | 0.4% | 1.5% | 4.9% | u
Cc1[nH]c2ccccc2c1-c1cc(-c2cc(-c3c(C)[nH]c4ccccc34)on2)no1 | i | i | i | -2.1%[11.5 µM] | i | -0.5%[11.4 µM] | 1.4%[11.5 µM] | 1.2%[11.4 µM] | 2.3%[11.4 µM] | -8.4%[11.5 µM] | i
Cn1c(=O)c2c(nc(-n3ccnc3)n2Cc2ccc(Cl)cc2Cl)n(C)c1=O | x | x | x | -2.2% | x | 8.4% | 2.4% | 0.8% | u | -9.8% | x
COc1nc(C#N)c(N2CCOCC2)o1 | i | i | i | -0.3% | i | 7.4% | 0.9% | 1.1% | 14.7% | -15.1% | i
CCCCn1nc(CC(=O)O)c2ccccc2c1=O | i | i | i | 1.5% | i | -7.5% | -0.1% | 0.9% | 11.4% | -8.4% | u
CCCCCCOc1ccc(OCC(O)CN2C(=O)NC(C)(C)C2=O)cc1 (stereo not given) | i | i | i | 2.2% | i | -0.6% | 0.0% | -3.0% | 4.0% | -15.2% | u
Cc1occc1C(=O)Nc1nn[nH]n1 | i | i | i | 3.0% | i | 7.3% | -0.2% | 0.5% | 0.7% | 3.6% | i
NC(=O)c1cccc(S(=O)(=O)N2CC(c3ccccc3)CC2=O)c1 (stereo not given) | x | x | x | -0.8% | x | -4.0% | 0.1% | -0.5% | 7.4% | -5.4% | x
COc1ccccc1Nc1nc(N)nc(CN2CCOCC2)n1 | x | x | x | -2.9% | x | -5.9% | -0.8% | 4.2% | -0.1% | 0.1% | x
COc1ccc(C(=O)OCCN2CCOCC2)cc1OC | u | i | i | -0.2% | i | -6.8% | -0.2% | 0.7% | -5.7% | -26.5% | u
CCCn1c(=O)c(C(=O)NCc2cccnc2)c(O)c2ccccc21 | x | x | x | -28.1% | x | 106.5% | -16.4% | 1.3% | 10.1% | -16.4% | x
Cc1[nH]c2ccc(F)cc2c(=O)c1SC(F)(F)C(F)F | i | i | i | 4.7% | i | -1.0% | 2.1% | 1.9% | 2.5% | -18.9% | i
Cc1nc(C)n(C(C)CC(=O)O)n1 (stereo not given) | i | i | i | 1.1% | i | 5.8% | -1.8% | 1.8% | -0.6% | -5.4% | i
CCC(=O)Nn1c(C)nnc1C | 1.72e-08M* | 1.25e-08M* | i | -2.5% | i | -14.9% | -0.9% | 1.8% | -5.3% | 2.9% | u
CC1CCC2(CC1)NC(=O)N(Cc1nc(-c3ccccc3)no1)C2=O (stereo not given) | i | i | i | 0.3% | i | -9.9% | 1.4% | 0.4% | 28.1% | -12.7% | u
Cc1ccc2c(c1)N(CC(=O)N1CCCCCC1)C(=O)CO2 | i | i | i | -1.3% | i | -1.8% | -1.4% | 0.5% | 26.0% | -13.8% | i
COc1cccc(NC(=O)n2nc(N)cc2-c2ccc(Cl)cc2)c1 | x | x | x | -14.6% | x | -18.0% | 0.1% | -19.9% | 2.7% | -11.9% | x
Oc1ccc(N=Cc2ccc(O)c(O)c2)cc1 | x | x | x | -25.6% | x | 6.31µM* | -18.3% | -15.3% | -0.5% | u | x
CCC(Sc1nncn1C)C(=O)Nc1nnc(-c2ccc(Cl)cc2)s1 (stereo not given) | x | x | x | 2.1% | x | 18.3% | -2.9% | -12.5% | -6.5% | x | x
O=C(NC1CCCCC1)c1ccc(Cn2cc(Br)cn2)o1 | u | i | i | -1.0% | i | -6.4% | -4.8% | 0.0% | 13.6% | 4.5% | i
Cc1ccnc(SCCn2c(N3CCC(C)CC3)nc3c2c(=O)n(C)c(=O)n3C)n1 | i | i | i | 1.1% | i | -2.9% | 1.6% | 3.0% | 9.5% | u | i
CCCNC(=O)c1cc(SC)ccc1Cl | i | i | i | 2.1% | i | 4.0% | 0.3% | -3.1% | 7.7% | -6.8% | i
Cc1ccc(C)c(NC(=O)CN(C)S(=O)(=O)c2ccc(F)cc2)c1 | u | u | i | 1.4% | u | 21.7% | 0.1% | -4.2% | 7.4% | -3.3% | i
O=c1c2ccccc2nnn1CSc1nnc(Nc2ccccc2)s1 | i | i | i | -3.5% | i | -0.5% | 6.6% | -6.7% | -2.5% | -3.2% | u
Cc1nc(SCC(=O)Nc2ccccc2C(F)(F)F)c2c(=O)n(C)c(=O)n(C)c2n1 | i | i | i | 0.2% | i | -3.9% | 1.2% | -0.3% | 2.3% | -16.6% | i
CCn1c(CNc2ccccc2Cl)nnc1SCC(=O)OC1CCCCC1 | i | i | i | -3.3% | i | 3.3% | -3.6% | -0.8% | u | 0.7% | i
CCOC(=O)CSC1=C(C#N)C(c2ccccc2)C(C(C)=O)=C(C)N1 (stereo not given) | u | u | i | -3.1% | i | 10.8% | -5.5% | -2.3% | 20.4% | 17.7% | i
O=C(Cn1cnc2c(cnn2-c2ccccc2)c1=O)OCc1ccccc1 | i | i | i | -2.4% | i | 5.2% | -1.7% | -27.4% | u | u | i
O=C(C1CCCN(Cc2cccs2)C1)N1CCCCCC1 (stereo not given) | u | u | i | -1.2% | i | 11.4% | 2.9% | 4.2% | 7.7% | 13.1% | i
C=CCN=C(NC#N)SCCc1ccccc1 | i | i | i | x | i | x | x | -1.6%[25.5 µM] | x | x | i
c1nnc(NCNc2nncs2)s1 | i | i | i | 0.4%[11.5 µM] | i | 3.3%[11.4 µM] | -7.7%[11.5 µM] | 1.2%[11.4 µM] | u | -15.8%[11.5 µM] | i
O=C(NCc1cccnc1)C1c2ccccc2C(=O)N1C1CCCCCC1 (stereo not given) | i | i | i | 1.7% | i | 1.7% | 0.4% | 1.2% | 9.0% | 9.7% | i
N/C(=N\c1nc2ccccc2o1)NC(=O)C(Cc1ccccc1)N1C(=O)c2ccccc2C1=O (stereo not given) | x | x | x | 0.4% | x | 12.6µM* | -0.6% | 1.5% | 6.2% | -13.5% | x
COCCCN1C(=O)c2ccc(C(=O)Nc3ccc(OC)cc3OC)cc2C1=O | i | i | i | -1.9% | u | -8.6% | -2.1% | 1.1% | -1.0% | -13.4% | i
CCOC(=O)C1C(=O)NC(SC)=C(C#N)C1c1ccccc1F (stereo not given) | x | x | x | 0.2% | x | 8.8% | -1.1% | -0.9% | u | -6.3% | x
CCOc1ccc2nc(NC(=O)CSC3=NCCS3)sc2c1 | i | i | i | -1.0% | i | 6.5% | -4.4% | -19.4% | u | -28.0% | i
Cn1c(=O)c2c(nc(CN3CCC(C(N)=O)CC3)n2Cc2ccccc2Cl)n(C)c1=O | i | i | i | -1.1% | u | 0.9% | -0.2% | 0.4% | 0.1% | -19.5% | i
O=C(NCc1ccc(F)cc1)C1CCC(=O)N1CCc1ccccc1 (stereo not given) | x | x | x | -3.6% | x | -8.7% | -3.2% | 4.5% | u | 5.4% | x
Cc1cccc(OCCCCCn2ccnc2)c1 | x | x | x | 2.2% | x | 10.8% | -0.3% | -0.5% | 20.2% | 1.3% | x
Cc1nc(NCC2CCCO2)c2oc3ccccc3c2n1 (stereo not given) | i | i | i | 1.4% | i | -2.0% | 2.2% | 0.9% | 14.2% | u | i
